Screening data: PubChem, National Center for Advancing Translational Sciences (NCATS)
HT1080 IDH1KD tx: qHTS for induction of synthetic lethality in tumor cells producing 2HG: qHTS for the HT-1080-IDH1KD cell line; HT-1080 IDH1 knockdown viability, ATP luminescence, 48 h; Potency, µM (series often up to 46.1 µM), for inactives: top-dose activity, negative = toxicity, most hits filed as cytotoxic; hit rate 2% among 360,000; AID 686971, 2013;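 further: 0% = DMSO wells and -100% = cell-free medium wells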
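CellTiter-Glo luminescence after 48 h compound exposure at 37 degrees C of IDH1-knockdown HT-1080 cells in 5% FBS RPMI. %Activity scaled between DMSO wells and cell-free media wells, with curves fitted and assigned curve classes.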
KB-V1 MDR tox: qHTS assay for MDR1-selective chemotherapeutics: Primary screen using the drug-selected MDR subline cells KB-V1. KB-V1 MDR cells viability, CellTiter-Glo, 72 h. hit rate 3.4% among 400,000. Potency, µM (top dose mostly 46.1 µM), for inactives: at the top dose activity change, negative = cytotoxicity, most hits filed as cytotoxic; further: on the % scale 0 is the no-effect control and ±100 the full control effect; nearly all actives have a fitted effect of over 60% in size
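Readout: CellTiter-Glo luminescence, 10 min after addition. Cells: KB-V1 MDR subline, 72 h at 37 degrees C with compound. Analysis: corrected, normalized data fitted to concentration-effect curves.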
HT1080-NT tox: qHTS for induction of synthetic lethality in tumor cells producing 2HG: qHTS for the HT-1080-NT fibrosarcoma cell line | HT-1080-NT fibrosarcoma viability, CellTiter-Glo ATP luminescence, 48 h | Potency, µM (top dose mostly 46.1 µM), for the others: at the top dose activity, negative = less viability, usual class: cytotoxic | hit rate 1.6% among 360,000;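 further: NT is the 2HG producing partner of a matched IDH1 knockdown line; 0% = DMSO-treated cells and -100% = media-only wells without cells; nearly all actives have a fitted effect of over 55% in size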
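Viability by CellTiter-Glo luminescence after 48 h compound exposure at 37C of HT-1080-NT cells (750/well, RPMI, 5% FBS). % activity scaled between DMSO wells and medium-only wells, then curve-fitted and categorized by curve class.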
GLP1R cytotox: qHTS of GLP-1 Receptor Inverse Agonists: Cytotox Screen; Potency, µM (titrated, usually from 38.3 µM), without a hit: at the highest dose activity change, negative = inhibition, actives largely listed as inhibitors; hit rate 0.13% among 410,000; HEK293 cAMP-luciferase reporter cells, luminescence, 24 h;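 further: loss of luciferase light is scored as toxicity; on the % scale 0 is the no-effect control and ±100 the full control effect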
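1536-well qHTS counterscreen of the MLSMR; 200 cells/uL, 12 h pre-incubation, 23 nL cpd, 24 h at 37 deg C 5% CO2, luciferase detection reagent, 12 min RT, luminescence. Inhibition = undesired.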
GLP1R inv ag: qHTS of GLP-1 Receptor Inverse Agonists (Inhibition Mode); HEK293 GLP-1R CRE-luciferase, luminescence, 24 h; GLP-1R form is constitutively active; Glucagon-like peptide 1 receptor (Homo sapiens), P43220; hit rate 1.6% among 410,000; Potency, µM (highest dose often 38.3 µM), without a hit: at the highest dose activity change, negative = inhibition, actives largely listed as inhibitors; further: on the % scale 0 is the no-effect control and ±100 the full control effect; nearly all actives have a fitted effect of over 55% in size
Target sequence (P43220 whole entry, looked up): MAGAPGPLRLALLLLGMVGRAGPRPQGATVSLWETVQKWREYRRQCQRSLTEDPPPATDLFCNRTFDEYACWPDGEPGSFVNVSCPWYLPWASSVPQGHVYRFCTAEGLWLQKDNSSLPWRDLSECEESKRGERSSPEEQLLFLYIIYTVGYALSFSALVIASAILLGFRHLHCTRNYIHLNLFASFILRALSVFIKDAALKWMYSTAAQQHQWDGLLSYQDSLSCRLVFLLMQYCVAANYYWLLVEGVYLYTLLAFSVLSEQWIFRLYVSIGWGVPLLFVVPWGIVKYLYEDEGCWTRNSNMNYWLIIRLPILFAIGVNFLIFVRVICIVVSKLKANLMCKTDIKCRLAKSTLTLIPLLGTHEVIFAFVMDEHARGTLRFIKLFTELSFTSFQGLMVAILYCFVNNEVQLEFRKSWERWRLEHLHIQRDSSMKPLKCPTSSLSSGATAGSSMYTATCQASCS
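Inverse agonism was detected as reduced cAMP-driven luciferase luminescence after 24 h compound treatment. The cells were HEK293 clones expressing constitutively active human GLP-1R with the reporter. Reporter-only and GPR119 cell lines served as counterscreen controls.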
KB-3-1 tox: qHTS assay for MDR1-selective chemotherapeutics: Primary screen using the parental adenocarcinoma cell KB-3-1 | KB-3-1 viability, CellTiter-Glo ATP luminescence, 72 h | AID 1347075, 2019 | Potency, µM (titrated, usually from 46.1 µM), inactives show at the top dose activity change, negative = cytotoxic, most hits filed as cytotoxic | hit rate 1.4% among 400,000; further: on the % scale 0 is the no-effect control and ±100 the full control effect; nearly all actives have a fitted effect of over 60% in size
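Cells are dispensed, compounds pinned in, plates held at 37 °C for 72 h, then CellTiter-Glo is added and luminescence read after 10 minutes. Cell line: parental KB-3-1 in phenol-red-free DMEM, 10% FBS.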
TDP43 rescue: qHTS of TDP-43 Inhibitors; TDP-43 expressing yeast growth rescue, BacTiter-Glo, 24 h; Potency, µM (top dose mostly 46.1 µM), for the others: top-dose growth rescue (activation), hits mostly activators; hit rate 1.8% among 410,000; further: % of control where 0% means no effect; nearly all actives have a fitted effect of over 50% in size
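Yeast expressing TDP-43 (pregrown in raffinose, seeded at OD600=0.02 in galactose medium) exposed to compounds 24 hr at 30 deg C. Growth read by BacTiter-Glo luminescence; rescue of toxicity appears as increased signal.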
SW480 rereplic: A quantitative high throughput screen for small molecules that induce DNA re-replication in SW480 colon adenocarcinoma cells; SW480 DNA re-replication, Hoechst DNA content imaging, 48 h; Potency, µM (highest dose often 46.1 µM), for inactives: top-dose re-replication activation, most hits filed as activators; hit rate 1.8% among 340,000; AID 624297, 2012; further: % of control where 0% means no effect; nearly all actives have a fitted effect of over 55% in size
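Treated cells incubate 48 hr (37 C, 5% CO2), are stained 40 min with Hoechst, and nuclear fluorescence is enumerated; a rise in nuclei with high DNA signal marks re-replication.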
GLP1R ag: qHTS of GLP-1 Receptor Agonists. Potency, µM (doses to about 45.6 µM), for the others: at the highest dose activation, usual class: activators. hit rate 0.007% among 380,000. Glucagon-like peptide 1 receptor (Homo sapiens), P43220. HEK293 GLP-1R CRE-luciferase, luminescence, 4-6 h; cells express a hypersensitive GLP-1R form. AID 624172, 2012; further: % of control where 0% means no effect
An asterisk follows results filed as active; ? = inconclusive; . = no result given; [ ] = remark or other dose. The call rests on the fitted dose curve; in most records, active means well fitted curve in the direction sought with a large enough effect; inconclusive means small, poorly fitted or top-dose-only effect, or another doubt; inactive means no such curve, though single readings can be large; an effect the other way counts as inactive or inconclusive. Potency means the concentration at half of the fitted maximal effect. Hits appear at their usual frequency (roughly 9.4% active in at least one column).

SMILES,HT1080 IDH1KD tx,KB-V1 MDR tox,HT1080-NT tox,GLP1R cytotox,GLP1R inv ag,KB-3-1 tox,TDP43 rescue,SW480 rereplic,GLP1R ag
CCN1CCCC1CNC(=O)c1ccc(Sc2ccc(F)cc2)c([N+](=O)[O-])c1 (stereo not drawn),?,?,?,3%,?,?,20%,2%,10%
Oc1cc(CNC2CCCCC2)c(O)cc1CNC1CCCCC1,1%,-4%,1%,-3%,-14%,1%,-38%[inhibitor],?,1%
NC(N)=NN=Cc1ccnc2ccccc12,-14%,-2%,-8%,-16%,1%,0%,11%,.,4%
COc1cc(C2NC(=S)NC(C)=C2C(=O)OC(C)C)ccc1OC(C)C (stereo not drawn),-11%,-6%,-2%,-14%,10%,-8%,-5%,4%,0%
CCCCn1c(N)c(N(CCOC)C(=O)C2CCN(S(=O)(=O)c3ccc(F)cc3)CC2)c(=O)[nH]c1=O,1%,5%,0%,-1%,2%,-5%,5%,0%,-1%
O=C(Cc1ccccc1)NNC1CC(=O)N(c2ccc(Oc3ccccc3)cc2)C1=O (stereo not drawn),14%,-2%,?,-1%,-30%,0%,-20%,-9%,10%
Cc1ccc(NC(=S)N2CCCC(c3ccccc3)=N2)cc1,-5%,?,-2%,10%,?,-1%,?,-2%,25%
CCCOc1ccc(N2C(=O)CC(SC(=NCC)NCC)C2=O)cc1 (stereo not drawn),-12%,-25%,6%,8%,3%,-2%,16%,-4%,-5%
CCOC(=O)COc1cc(=O)n(CC)c2ccccc12,1%,0%,1%,0%,2%,-7%,21%,0%,-2%
CC(=O)NCCNC(=O)c1oc2ccccc2c1CSc1ncn[nH]1,10%,-13%,0%,0%,-3%,-12%,-4%,-2%,2%
COc1cccc(N(CC(=O)N2CCC(C)CC2)S(=O)(=O)c2ccc(C)cc2)c1,.,-3%,.,15%,?,-7%,-16%,.,.
Oc1c(Cl)cccc1C=Nc1cc(C(F)(F)F)ccc1N1CCCC1,-10%,?,-15%,13%,?,-2%,-4%,-4%,17%
CCOC(=O)CSc1nnc(CNC(=O)c2ccc(OC)cc2)n1Cc1ccccc1,13%,-5%,8%,0%,-6%,7%,23%,4%,-6%
CN1CCN(c2ccc(NC(=O)COc3ccc4ccccc4c3)cc2)CC1,-22%,?,-24%,-7%,7.1µM*,-19%,-18%,?,21%
C=COCCn1c(=N)n(CCC)c2ccccc21,5%,0%,3%,6%,4%,6%,4%,1%,-5%
CCOC(=O)Cc1nnc(NC(=O)CSc2ccccc2)s1,6%,?,13%,19%,0%,0%,8%,-12%,-24%
F[B-](F)(F)COCc1ccccc1Br,-2%,-1%,-2%,1%,23%,0%,2%,0%,?
O=C(COc1ccc(Cl)cc1Cl)N/N=C/c1ccc[nH]1,-1%,-2%,1%,?,?,-16%,27%,0%,-7%
O=C(CCNS(=O)(=O)c1ccccc1Cl)N1CCN(c2ccccn2)CC1,7%,16µM*,3%,-17%,21%,?,-3%,-2%,-1%
CN1C(=S)SC(/[N+]([O-])=C\c2ccccc2)C1(C)C (stereo not drawn),8%,1%,7%,1%,3%,19%,19%,-8%,-7%
C(=N\Nc1nc2ccccc2[nH]1)/c1ccc2c(c1)OCO2,-15%,-14%,-15%,?,?,-10%,-18%[0.397 µM],-1%,13%
CCCCN(CC)c1ncnc2c1sc1nc(N3CCOCC3)c3c(c12)CCCC3,.,?,.,-3%,5%,18%,16%,.,.
CCn1c2ccccc2c2cc(NC(=O)CN(C)CC(=O)Nc3ccc(N4CCOCC4)cc3)ccc21,26µM*,?,-8%,1%,?,?,14%,4%,17%
Cn1c(=O)c2c(nc(N/N=C/c3cccs3)n2C)n(C)c1=O,?,3%,?,-12%,15%,?,-14%[1.82 µM],-3%,6%
Cc1csc(SCC(=O)c2ccc(S(=O)(=O)N3CCOCC3)cc2)n1,-2%,-9%,2%,8%,2%,12%,-3%,5%,-2%
CC1(C)O[C@@H](CC(=O)O)[C@]23CO[C@H](C(=O)[C@]4(C)C2CC[C@@]2(C)[C@H](c5ccoc5)OC(=O)C5O[C@]524)[C@@H]13 (stereo partly drawn),11%,-15%,12%,1%,13%,0%,18%,-14%,-2%
Cc1cccc(Cn2c(COc3ccc(Cl)cc3)nc3ccccc32)c1,.,-5%,.,39%[activator],-4%,-15%,-4%,.,.
O=C(O)CCC(=O)NC1CCCCCCC1,-1%,21%,2%,-11%,1%,0%,-14%,-12%,6%
Cc1cc(-c2n[nH]c(=S)n2/N=C/C(Br)=C/c2ccccc2)n[nH]1,?,10µM*,?,?,?,5.8µM*,35µM*,6.5µM*,-14%
CCOCC(=O)Nc1cc(C(=O)Nc2ccccc2)ccc1Cl,0%,-19%,?,-1%,26%,-2%,-29%,-1%,5%
Cc1ccc(C(=O)NCCC2=CCCCC2)cc1S(=O)(=O)N1CCOCC1,4%,?,-2%,5%,-29%,0%,20%,-1%,8%
COc1cccc(C2N(c3ccc(Cl)cc3)C(=O)C3CCCN32)c1 (stereo not drawn),-12%,17%,-6%,9%,-9%,3%,0%,-1%,7%
O=C(NCc1ccccn1)c1cccc(NS(=O)(=O)c2ccccc2)c1,-3%,-6%,-9%,4%,3%,11%,3%,-5%,-4%
Cc1cccc(C)c1C(O)c1ncc(-c2cccc(C(F)(F)F)c2)[nH]1 (stereo not drawn),?,4%,?,-11%,?,0%,0%,.,-2%
COC(=O)COc1cccc(NC(=O)C(c2ccccc2)c2ccccc2)c1,-2%,0%,0%,-2%,-13%,2%,10%,-2%,15%
O=C(Nc1ccccc1)Nc1ccccc1C(=O)NCc1ccco1,0%,1%,-18%,-9%,6%,11%,8%,8%,3%
Cc1ccc(S(=O)(=O)C(CNC(=O)c2ccccc2F)c2cccs2)cc1 (stereo not drawn),.,-6%,.,30%[activator],-2%,11%,0%[9.22 µM],.,.
CC(C)OCCCNC(=O)c1ccc(CS(=O)(=O)c2cccc(C(F)(F)F)c2)o1,2%,-5%,1%,-6%,20%,0%,-8%,-2%,12%
CCOc1ccccc1N(CC(=O)Nc1ccccc1Br)S(=O)(=O)c1ccccc1,-10%,?,-11%,3%,?,-15%,25%,.,7%
Cn1cnc2c1c(=O)n(Cc1ccc(F)cc1Cl)c(=O)n2C,-6%,-12%,0%,-15%,0%,-4%,1%,-5%,-1%
CN(C)c1ccc(NC(=O)Nc2nnc([C@H]3C[C@H](O)[C@@H](CO)O3)s2)cc1,1%,2%,14%,3%,1%,0%,0%,.,3%
Cc1ccc(N2C(=O)CC(NNC(=O)Cc3ccc(F)cc3)C2=O)cc1Cl (stereo not drawn),1%,0%,0%,6%,-21%,5%,11%,-8%,-2%
Brc1cc2c(cc1COc1ccc(-c3nn[nH]n3)cc1)OCO2,-1%,-24%,1%,20%,23%,-25%,-10%,-4%,5%
O=C(NC(=S)NCc1ccc(F)cc1)c1ccccc1,-1%,21µM*,1%,2%,-27%,-13%,22µM*,?,-1%
O=C(COc1ccc(Br)cc1)NNC(=S)NCc1ccccc1,0%,7%,-2%,4%,?,13%,9%,3%,8%
CSCC[C@H](NC(=O)C1CCN(C(=O)[C@H](Cc2ccccc2)NS(=O)(=O)c2ccc(C)cc2)CC1)C(=O)O,9%,?,16%,2%,3%,-1%,5%,-1%,0%
CC(C)c1ccc(C2(C)NC(=O)N(CC(=O)N3CCN(C(=O)c4cccs4)CC3)C2=O)cc1 (stereo not drawn),-3%,-1%,-4%,4%,1%,-5%,9%,7%,-3%
CCC(C)(C)NC(=O)CN(Cc1ccc(F)cc1)C(=O)CCC(=O)Nc1ccccn1,-3%,?,-6%,14%,-15%,11%,-12%,-4%,0%

Laid out differently: entries from further up
SMILES: Cc1ccc(S(=O)(=O)C(CNC(=O)c2ccccc2F)c2cccs2)cc1 (stereo not drawn)
- HT1080 IDH1KD tx: .
- KB-V1 MDR tox: -6%
- HT1080-NT tox: .
- GLP1R cytotox: 30%[activator]
- GLP1R inv ag: -2%
- KB-3-1 tox: 11%
- TDP43 rescue: 0%[9.22 µM]
- SW480 rereplic: .
- GLP1R ag: .

SMILES: CC(C)OCCCNC(=O)c1ccc(CS(=O)(=O)c2cccc(C(F)(F)F)c2)o1
- HT1080 IDH1KD tx: 2%
- KB-V1 MDR tox: -5%
- HT1080-NT tox: 1%
- GLP1R cytotox: -6%
- GLP1R inv ag: 20%
- KB-3-1 tox: 0%
- TDP43 rescue: -8%
- SW480 rereplic: -2%
- GLP1R ag: 12%

Continued.
SMILES,HT1080 IDH1KD tx,KB-V1 MDR tox,HT1080-NT tox,GLP1R cytotox,GLP1R inv ag,KB-3-1 tox,TDP43 rescue,SW480 rereplic,GLP1R ag
Cc1ccc(CC(=O)Nc2ccc3c(c2)N(C)C(=O)c2ccccc2S3)cc1,.,18µM*,.,-11%,?,2%,1%,.,.
CCNC(=O)C(=O)NCC1OCCCN1S(=O)(=O)c1ccc(F)cc1C (stereo not drawn),14%,-14%,-5%,16%,13%,19%,-16%,9%,2%
O=C(Nc1cccc(S(=O)(=O)N2CCOCC2)c1)c1ccc(Cl)nc1,0%,-6%,-9%,-12%,-29%,?,5%,-2%,1%
COc1ccccc1OCc1cc(C(=O)N(C)CCC2CCCCO2)no1 (stereo not drawn),0%,.,-1%,6%,1%,.,-12%,0%,11%
Cc1nnc2n(c1=O)C(CS(=O)(=O)c1ccccc1)CS2 (stereo not drawn),-3%,4%,-8%,-3%,2%,-2%,-2%,-9%,-11%
O=c1cc(O)c2c(=O)n(-c3ccccc3)c3ccccc3c2o1,-8%,?,-10%,0%,-1%,9%,-17%,-3%,-13%
